From PubChem
UHRF1 binding: human UHRF1 methylated DNA binding inhibitors. Q96T88. 370,000 tested, 0.75% active. UHRF1 binding to methylated oligo, TR-FRET. AID 687016. inhibition, % at 4.4 µM; in the data active = inhibition above about 21%;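 also: UHRF1 SRA domain binding a hemimethylated CpG hairpin DNA probe; 0% = median of test compound wells and 100% = reference inhibitor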
TCR CD3 inh: human TCR-CD3 binding inhibition; AID 651800; TAMRA-labeled TCR probe fluorescence, biochemical; inhibition, % at 9.4 µM; 360,000 tested, 0.37% active; in the data active = inhibition above about 19%;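 also: recombinant mutant TCR 2C K166C tagged with TAMRA read by polarization; 0% = receptor in buffer alone and 100% = receptor with positive control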
PRMT1 inh: inhibitors of human PRMT1. recombinant PRMT1, activity-based probe fluorescence polarization. inhibition, % at 2.79 µM. AID 652257. 370,000 tested, 1.3% active. Q99873;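 active = inhibition above about 21% made by adding two undisclosed values, limit read from the data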
DDE Tn7 FP inh: inhibitors of Tn7 peptide binding to human fibrin DD(E); FP displacement of FITC-Tn7 peptide from fibrin DD(E); 0% = median of compound wells per plate; 370,000 tested, 0.13% active; AID 720508; inhibition, % at 8.3 µM;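 active = inhibition above the mean of compounds falling within the control limits plus 3 SD of them, cut at about 14% in these data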;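 also: 0% = plate median of compound wells and 100% = 10 µM Aha-Tn7 peptide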
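Assay system: human fibrin DD(E) protein / Input: 2 µM fibrin DD(E) / Benchmarks: high control of 10 µM Aha-Tn7 peptide / Measured by: fluorescence polarization of the labelled Tn7 tracer / Medium: Tris buffer with calcium and detergent, pH 7.8 / Timing: 10 min compound pre-incubation, 3 h probe incubation at room temperature / Repeats: one replicate per compound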
mABHD4 FP: ABHD4 (mouse) inhibition, primary FP screen; Q8VD66; inhibition, % at 8.92 µM; 370,000 tested, 0.54% active; purified mABHD4, FP-Rh probe fluorescence polarization;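 active = inhibition exceeding the mean over every tested compound plus 3 SD, cut at about 30% in these data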;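 also: 0% = plate median of compound wells and 100% = S159A mutant with DMSO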
Target sequence (Q8VD66 whole entry, looked up): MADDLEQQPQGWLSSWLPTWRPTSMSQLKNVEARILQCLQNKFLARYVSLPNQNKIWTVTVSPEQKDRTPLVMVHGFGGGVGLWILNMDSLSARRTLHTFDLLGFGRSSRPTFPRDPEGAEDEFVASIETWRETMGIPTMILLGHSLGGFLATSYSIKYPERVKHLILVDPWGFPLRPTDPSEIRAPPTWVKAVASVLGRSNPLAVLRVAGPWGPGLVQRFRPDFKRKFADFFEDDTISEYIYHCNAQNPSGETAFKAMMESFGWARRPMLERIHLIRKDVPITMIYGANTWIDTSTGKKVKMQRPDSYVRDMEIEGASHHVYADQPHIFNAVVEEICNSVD
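Material: mouse ABHD4 enzyme, wild type; Benchmarks: S159A mutant high control, sample median low control; Buffer or medium: HEPES pH 7.0, NaCl, Pluronic buffer; Signal: fluorescence polarization; Read-out: percent inhibition of probe binding, normalized to plate controls; Timing: pre-incubation 45 min, probe exposure 60 min, at 25 °C; Dosing: 8.92 µM, single dose.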
HTRA1 inhibitor: blocks human HTRA1 serine peptidase | Q92743 | recombinant HTRA1, FP-rhodamine activity-based probe, fluorescence polarization | inhibition, % at 5.96 µM | 340,000 tested, 0.5% active | AID 504803; in the data active = inhibition above about 36%;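 also: 0% = enzyme with DMSO and 100% = wells lacking enzyme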
TDP2 absorb: TDP2 (human) inhibition, absorbance primary screen | O95551 | recombinant TDP2, T5PNP hydrolysis, p-nitrophenol absorbance 415 nm | inhibition, % at 12.8 µM | 370,000 tested, 0.34% active;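 active = inhibition above the mean of all tested compounds plus 3 SD, set per campaign, cut at about 25% in these data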;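 also: 0% = DMSO with enzyme and 100% = buffer with substrate but no TDP2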
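Read-out basis: percent inhibition. System: recombinant human TDP2. Buffer or medium: Mg2+-containing Tris-HCl buffer, pH 7.5. Repeats: single replicate. Timing: reaction 2 h, 37 °C. Benchmarks: high control without enzyme, low control DMSO plus TDP2. Probe or stimulus: 5 mM T5PNP. Doses: 12.8 µM only. Measured by: epi absorbance of p-nitrophenol freed from T5PNP by hydrolysis.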
PG9 binder: small molecules binding HIV-1 gp120 antibody PG9. TR-FRET gp120-PG9 antibody binding. 360,000 tested, 0.43% active. AID 624416. inhibition, % at 6.7 µM; in the data active = inhibition above about 8.5%
SIAE primary: inhibitors of human sialic acid acetylesterase SIAE | Q9HAT2 | inhibition, % at 9.66 µM | SIAE FP-Rh probe binding, fluorescence polarization | 370,000 tested, 0.69% active;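 active = inhibition above a cutoff: mean of compounds within the control limits plus 3 SD of those, cut at about 17% in these data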;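 also: 0% = plate median of compound wells and 100% = probe without SIAE protein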
Target sequence (Q9HAT2 whole entry, looked up): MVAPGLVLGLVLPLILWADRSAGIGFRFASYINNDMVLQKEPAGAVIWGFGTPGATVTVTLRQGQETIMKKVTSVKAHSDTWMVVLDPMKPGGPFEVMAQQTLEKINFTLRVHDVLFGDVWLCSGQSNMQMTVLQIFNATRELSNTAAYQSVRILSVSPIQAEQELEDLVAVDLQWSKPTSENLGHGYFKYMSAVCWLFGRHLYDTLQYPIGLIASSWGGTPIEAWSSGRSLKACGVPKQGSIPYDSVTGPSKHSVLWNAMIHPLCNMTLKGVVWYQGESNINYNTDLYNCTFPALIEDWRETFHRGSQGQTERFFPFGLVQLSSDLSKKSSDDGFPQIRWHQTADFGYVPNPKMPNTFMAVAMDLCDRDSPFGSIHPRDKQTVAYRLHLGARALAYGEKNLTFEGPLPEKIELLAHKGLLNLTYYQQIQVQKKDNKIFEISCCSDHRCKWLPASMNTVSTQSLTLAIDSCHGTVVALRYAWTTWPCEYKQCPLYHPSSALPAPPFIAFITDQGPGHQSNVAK
LEDGF integ inh: blocks HIV-1 LEDGF/p75-dependent DNA integration; AID 743269; inhibition, % at 3.7 µM; 370,000 tested, 0.64% active; TR-FRET IN-LEDGF/p75 DNA integration, Eu/Cy5;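 active = inhibition above the screen-wide mean plus 3 SD, cut at about 13% in these data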;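 also: signal is the Cy5 over europium emission ratio at 671 and 618 nm; 0% = plate median of compound wells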
Active calls of the source: *; / = no result given; & = joins results of further samples. Rows are unselected; overall some 4.2% were active at least once.

#	structure	mABHD4 FP	SIAE primary	DDE Tn7 FP inh	TDP2 absorb	LEDGF integ inh	HTRA1 inhibitor	TCR CD3 inh	PRMT1 inh	UHRF1 binding	PG9 binder
1	Cc1ccc(S(=O)(=O)CCC(=O)OC(C)C(=O)c2c(C)[nH]c3ccccc23)cc1 (centres undefined)	-2	-3	-8	-3	-2	-1	-2	0	3	-0.7
2	COc1ccccc1NC(=O)C(C)Nc1ccc(C)c(Cl)c1 (centres undefined)	7	12	2	5	-7	-9	-3	4	0	-1.4
3	CC(=O)Nc1cnn(Cc2ccc(Br)cc2)c1	0	5	-3	-5	6	-1	5	1	0	-3.3
4	COC(=O)c1c(-c2ccc(SC)cc2)sc2ccc(OC)cc12	-7	4	4	4	1	-14	8	-1	-1	-1.9
5	COC(=O)CC1=C(C(=O)OC)C(c2cccs2)C(C#N)=C(N)O1 (centres undefined)	0	1	-7	17	2	3	4	5	-5	-0.7
6	CC1CCN(S(=O)(=O)c2ccc3[nH]c(=O)cc(C(=O)O)c3c2)CC1	4	-5	-3	14	2	2	2	1	0	-1.1
7	NC(=Nc1nc(-c2ccccn2)cc2ccccc12)c1ccccn1	7	-1	5	2	0	69*	-3	-1	-1	0.6
8	CCC1=Nc2cc(C(=O)O)ccc2Sc2ccccc21	-7	-2	5	14	0	-14	-7	4	1	0.0
9	O=c1oc2ccccc2c2c1SC(C(F)(F)F)C2 (centres undefined)	-7	-1	-4	1	-1	-6	-4	1	0	0.8
10	O=C(Nc1ccc2nc3n(c(=O)c2c1)CCCC3)c1ccccc1[N+](=O)[O-]	-10	2	-4	6	2	1	1	-1	-2	1.6
11	CCOC(=O)c1c(NC(=O)c2ccc(S(=O)(=O)N(C)CC3CCCO3)cc2)sc2c1CCN(C)C2 (centres undefined)	15	3	6	-10	-4	-2	-2	1	14	-1.7
12	C/C(CC(=O)Nc1ccc2c(c1)OCO2)=N\NC(=O)OC(C)(C)C	-2	6	0	14	1	3	4	-4	-4	0.8
13	COC(=O)c1c(C(=O)OC)n(CCCN)c2ccc(C)cc12	1	7	-9	0	-1	-3	-5	-1	-1	-0.8
14	O=C(CCNC(=O)c1ccccc1Cl)Nc1nc2ccccc2[nH]1	0	2	-4	-1	4	-3	-2	-4	-1	0.0
15	CC(=O)Nc1ccc(CNc2nc3cc(-c4ccsc4)sc3c(=O)n2C)cc1	-6	-38	-6	3	0	/	3	-2	1	2.0
16	O=C(Nc1nccs1)c1ccc2nccnc2c1	3	3	1	4	3	1	-2	7	1	-0.5
17	Cc1cccc(N2CC(C(=O)Nc3ccc(S(=O)(=O)N4CCCCC4)cc3)CC2=O)c1C (centres undefined)	0	0	7	-8	-3	-17	1	5	1	-0.6
18	O=c1cc(-c2ccccc2)c2c([nH]1)CCCC2	4	-2	10	12	2	5	-3	3	3	2.2
19	O=C(Nc1nnc(Cc2ccc(Cl)cc2)s1)c1cccnc1	-4	-1	6	0	-2	-6	-6	3	3	3.6
20	CC(=O)N1c2ccc(S(=O)(=O)N3CCCC(C(=O)N4CCCC(C)C4)C3)cc2CC1C (centres undefined)	1	-4	0	15	1	-7	7	0	8	-0.5
21	O=C(c1ccco1)N1CCN(Cc2ccc(F)cc2)CC1	7	0	-1	4	-4	6	-2	-1	1	-2.4
22	CCCN(CC(=O)Nc1ccccc1C)C(=O)Cc1c[nH]c2ccccc12	-1	2	2	0	0	1	4	2	1	1.5
23	C#CCOCCOCCOCCNc1nc(N2CCN(C(=O)Cn3cc(CCCN=C(N)N)nn3)CC2)nc(N2CCN(C(=O)[C@H](C(C)C)n3cc(CCO)nn3)CC2)n1	-6	2	-1	0	2	-3	-13	2	11	2.7
24	COC(=O)c1ccccc1NC(=S)NC(NC(=O)c1ccccc1[N+](=O)[O-])C(Cl)(Cl)Cl (centres undefined)	-1	0	-8	-4	0	-12	6	0	2	-1.2
25	O=C(CCCCCNC(=O)c1ccccc1)N/N=C/c1ccccc1O	1	2	-2	0	-3	-1	-3	-4	3	1.3
26	CC(C)(O)C#Cc1ccc(C(=O)N2CCC(CCC(=O)NC3CC3)CC2)cc1	6	0	3	-20	-4	-2	-8	1	3	-0.1
27	C=CC[C@H](CC(=O)N[C@H](CO)Cc1ccccc1)C(=O)N[C@@H](COC(=O)[C@@H](CC=C)Cc1ccc(F)cc1)Cc1c[nH]c2ccccc12	6	-4	1	-9	3	-20	-1	-1	0	-0.1
28	CN(C)CCNC(C(=O)Nc1cccc(C(F)(F)F)c1)c1ccccc1 (centres undefined)	22	3	1	2	0	-1	0	4	3	-0.2
29	Cc1ccsc1C(=O)OCc1nc2ccccc2c(=O)[nH]1	6	-5	2	-5	-5	6	-6	1	6	-0.8
30	C=CCn1c(=O)c2ccc(C(=O)NCc3ccccc3)cc2n(Cc2ccc(C)cc2)c1=O	2	1	-8	3	3	1	-1	-1	0	-0.1
31	Brc1cccc(-c2nnc(SCc3ccon3)n2-c2ccccc2)c1	-4	-3	6	13	2	-3	8	-5	-4	0.3
32	Cc1cc(C(C)(C)C)oc1C(=O)N(CC(=O)NC1CCCC1)c1ccc(F)cc1	-4	-4	-6	-5	1	-9	-7	1	0	-1.2
33	C=CCn1c(SCC(=O)NC(N)=O)nnc1-c1cc2c(s1)CCC(CC)C2 (centres undefined)	-13	3	-1	-6	3	-8	-6	3	4	-0.7
34	O=C(c1cc(COc2ccc(F)cc2Cl)on1)N1CCN(C2CCCC2)CC1	1	-6	-3	1	-1	-7	4	5	0	-0.9
35	CC(=O)Nc1cc(-c2ccc(CO)cc2)cn2c(-c3ccc(F)c(Cl)c3)cnc12	-10	-9	-2	2	-1	/	-12	4	-4	-1.7
36	COc1ccc(C(=O)OCc2ccccc2C#N)cc1S(=O)(=O)N1CCOCC1	1	-8	1	6	0	-3	-11	5	0	-0.1
37	COc1ccc(C(=O)/C=C/Nc2cccc(C)n2)cc1OC	-6	-7	-1	6	3	-9	0	-1	-2	0.5
38	O=C(COC(=O)C1CC1)Nc1ccc(S(=O)(=O)N2CCOCC2)cc1	-3	-8	6	1	-1	2	2	5	-1	3.1
39	Cc1ccc(NC(=O)COc2ccc(Br)cc2CO)cc1	-19	3	2	-25	5	-5	-3	-7	1	-4.0
40	COc1ccc(S(=O)(=O)Nc2ccc(C)cc2)cc1N(C)S(=O)(=O)c1ccc(Cl)cc1	-25	-16	6	-26	4	-24	-1	-2	-2	0.2
41	CCN1C(=O)[C@H]2[C@H]3CN=C(SCc4ccccc4)N3[C@@](Cc3ccccc3)(C(=O)OC)[C@H]2C1=O	3	4	2	4	-4	-11	-6	-2	1	-0.4
42	Cc1cc(C)c2c(n1)sc1c(N3CCN(C)CC3)ncnc12	3	-5	10	-6	-3	1	-10	5	0	0.0
43	Cc1ccc(NC(=O)CNC2CCS(=O)(=O)C2)cc1C (centres undefined)	5	-2	-5	0	0	5	-3	1	0	0.8
44	Cc1ccc(CN2CCN(Cc3cn(C)nc3-c3ccccc3)CC2CCO)o1 (centres undefined)	-3	-2	-1	-10	-8	2	0	-1	0	0.3
45	CC(C)OC(=O)CC(=O)CSc1nc2c(cc1C#N)CCCC2	0	1	0	-1	1	3	2	3	1	0.4
46	Cn1c(=O)c2c(nc(SCC(=O)NCc3ccco3)n2C)n(C)c1=O	-6	3	-3	-11	8	6	-7	4	5	0.7
47	CCN(c1ccccc1)c1cc(C)nc2nc(C)nn12	1	-6	-9	-1	2	-4	-1	-3	2	-0.1
48	N#C/C(=C\c1ccc[nH]1)C(=O)c1ccccc1	-2	0	-2	-5	-2	-14	-7	3	-2	-3.1
49	CCOc1ccc(C(NC(C)=O)c2ccc(OC)c(OC)c2)cc1 (centres undefined)	-1	0	10	13	2	12	-10	0	-2	1.9
50	CCN(CC)C(=O)C1CCCN(C(=O)Nc2ccccc2)C1 (centres undefined)	5	3	4	4	-4	-4	0	-1	2	2.0
51	CCOc1ccc(-n2c(COc3ccc(C)cc3)nnc2SCC(N)=O)cc1	2	-3	4	8	-2	7	7	1	4	0.9
52	COc1ccc(-c2csc(-c3cc4ccccc4oc3=N)n2)cc1	-7	-10	-2	3	0	-21	-4	-3	3	-1.0
53	COc1ccc(C(=O)Nc2ccc(S(=O)(=O)N3CCN(C)CC3)cc2)cc1	1	4	-7	-6	4	-1	6	-1	-1	-2.9
54	O=C(NCc1ccco1)c1ccc(C(F)(F)F)cc1	0	-4	0	5	0	/	-3	3	1	-0.3
55	Cn1c(=O)c2[nH]c(CCCCCCCc3nc4ccccc4[nH]3)nc2n(C)c1=O	3	7	-6	0	-5	3	-3	1	20	0.3
56	C/C(=N\NC(=O)Cc1c(C)[nH][nH]c1=O)c1ccc2ccccc2c1	2	4	1	3	-4	/	11	-2	-6	-2.2
57	COc1cccc(CNC(=O)C2CC(=O)N(C3CCCCCCC3)C2)c1 (centres undefined)	-4	-5	0	-8	0	0	14	-6	-1	-1.3
58	Cc1cccc(C)c1OCCOCCN1CCN(C)CC1	21&2	1&-1	-2&3	7&2	3&1	4&2	3&10	2&2	4&0	2.1&-0.5
59	CCOC(=O)c1c(C)n(S(=O)(=O)c2ccc(C)cc2)c2ccc(O)c(C(=O)O)c12	-16	-4	5	2	1	-15	8	-4	-5	1.6
60	CC1CCN(C(=O)CSc2ccc(-c3ccccc3)nn2)CC1	3	0	-1	-4	-4	6	3	-1	-1	-0.2

The list goes on.
#	structure	mABHD4 FP	SIAE primary	DDE Tn7 FP inh	TDP2 absorb	LEDGF integ inh	HTRA1 inhibitor	TCR CD3 inh	PRMT1 inh	UHRF1 binding	PG9 binder
61	Cc1ccc(CC(=O)CCc2ccccc2)cc1	4	5	-6	2	0	-2	-1	-1	-4	-1.1
62	O=C(CCCN1C(=O)[C@H]2CC=CC[C@H]2C1=O)NCc1nc(-c2ccccc2)no1	11	-3	5	22	3	0	-9	2	19	-1.5
63	C=CCN1C(c2cccc(C(F)(F)F)c2)=CS/C1=C(/C#N)c1nnc(N2CCOCC2)n1-c1ccccc1	-3	2	-6	6	0	-1	2	7	1	-2.3
64	CCN(CC)c1ncnc2c1sc1nc(C)cc(C)c12	-2	2	6	-9	3	-8	-9	0	3	2.1
65	COc1cc2c(cc1NC(=O)CSc1nnc(COc3ccccc3)n1Cc1ccco1)oc1ccccc12	-5	0	3	-5	-2	/	/	6	2	/
66	COc1cc(OC)cc(C2=Cc3ccc(OC)cc3C(CC(C)=O)N2c2ccc(C#CC3(N)CCCCC3)cc2)c1 (centres undefined)	21	8	-3	-2	4	/	-5	5	3	-1.5
67	CCSc1ccccc1-c1nc(-c2ccncc2)no1	-8	3	5	6	-4	-12	4	0	-2	1.8
